Assay outcomes: PubChem, National Center for Advancing Translational Sciences (NCATS)
USP2a block – qHTS Assay for Inhibitors of Ubiquitin-specific Protease USP2a Using CHOP2 as the Reporter | Ubiquitin carboxyl-terminal hydrolase 2 (Homo sapiens), O75604 | USP2 core, Ub-CHOP2 coupled fluorogenic reporter, 485/531 | Potency, µM (titrated, usually from 38.3 µM), without a hit: at the highest dose activity change, negative = inhibition, most hits filed as inhibitors | actives 0.01% (n = 330,000);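 also: potency is read from the fitted curve at half-maximal effect; plate controls were DMSO wells for no effect and full inhibition by NEM control for full effect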
Target sequence (O75604 whole entry, looked up): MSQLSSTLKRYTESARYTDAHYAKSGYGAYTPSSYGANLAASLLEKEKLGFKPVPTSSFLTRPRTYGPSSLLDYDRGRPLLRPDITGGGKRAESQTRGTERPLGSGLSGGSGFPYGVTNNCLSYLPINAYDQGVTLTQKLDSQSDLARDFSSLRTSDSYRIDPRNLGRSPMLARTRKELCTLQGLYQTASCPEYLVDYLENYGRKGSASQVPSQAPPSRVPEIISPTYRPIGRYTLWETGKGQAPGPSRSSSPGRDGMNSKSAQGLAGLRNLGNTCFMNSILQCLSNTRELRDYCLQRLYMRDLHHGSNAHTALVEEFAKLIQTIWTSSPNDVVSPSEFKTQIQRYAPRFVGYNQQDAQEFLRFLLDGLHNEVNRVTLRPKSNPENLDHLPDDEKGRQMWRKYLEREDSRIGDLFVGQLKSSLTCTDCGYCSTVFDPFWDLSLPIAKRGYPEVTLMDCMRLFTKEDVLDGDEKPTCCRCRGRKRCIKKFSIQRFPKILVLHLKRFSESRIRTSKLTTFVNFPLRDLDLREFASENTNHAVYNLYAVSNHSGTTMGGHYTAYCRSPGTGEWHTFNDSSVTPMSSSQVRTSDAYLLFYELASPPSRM
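USP2 core (10nM final) preincubated 30min RT with compound in 20mM Tris-HCl pH 8.0, 2mM CaCl2, 2mM beta-mercaptoethanol, 0.05% CHAPS; 25nM Ub-CHOP2 plus 25nM reporter substrate added, fluorescence (Ex485/Em531) read after 60min.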
PKM2 act – qHTS Assay for Activators of Human Muscle isoform 2 Pyruvate Kinase; purified PKM2, Kinase-Glo ATP luminescence, activation; response scale: 0% is enzyme alone, no compound; actives 0.34% (n = 260,000); Potency, µM (doses to about 57.5 µM), inactives show at the top dose activation, most hits filed as activators; AID 1631, 2009; Pyruvate kinase PKM (Homo sapiens), P14618; also: potency is read from the fitted curve at half-maximal effect; % is scaled to controls: 0 for no effect and ±100 for the full control effect; nearly all actives have a fitted effect of over 55% in size
Target sequence (P14618 whole entry, looked up, canonical isoform): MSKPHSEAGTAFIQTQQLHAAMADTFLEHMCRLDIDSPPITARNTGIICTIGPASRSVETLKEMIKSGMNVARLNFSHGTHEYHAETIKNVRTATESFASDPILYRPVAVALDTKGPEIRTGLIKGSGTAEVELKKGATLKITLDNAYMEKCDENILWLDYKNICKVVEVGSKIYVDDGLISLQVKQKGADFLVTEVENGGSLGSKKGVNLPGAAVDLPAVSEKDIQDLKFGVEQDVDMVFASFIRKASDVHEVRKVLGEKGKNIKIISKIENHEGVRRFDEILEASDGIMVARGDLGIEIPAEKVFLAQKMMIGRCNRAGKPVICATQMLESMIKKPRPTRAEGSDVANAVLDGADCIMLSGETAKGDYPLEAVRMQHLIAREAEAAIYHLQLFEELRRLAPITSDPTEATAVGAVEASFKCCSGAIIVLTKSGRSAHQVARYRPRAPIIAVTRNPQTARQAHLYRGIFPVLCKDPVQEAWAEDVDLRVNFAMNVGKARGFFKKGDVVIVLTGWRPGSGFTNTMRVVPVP
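Kinase-Glo luminescence reports ATP generated from ADP (0.1 mM) and PEP (0.5 mM) by purified hPK-M2 after 1 h at room temperature, pH 7.2 imidazole buffer; intermediate enzyme activity allows detecting inhibitors and activators.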
Chronic BCR inh – qHTS Assay to Find Inhibitors of Chronic Active B-Cell Receptor Signaling | ABC-DLBCL IkBa-CBG/CBR reporter, luminescence ratio, 4 h | Potency, µM (doses to about 46.1 µM), inactives show at the highest dose ratio change, negative = lower green/red ratio, actives largely listed as inhibitors | actives 0.05% (n = 340,000); active = well fitted inhibition curve with a large enough effect in the signal ratio, with a control signal flat, not every such curve was filed as active; inconclusive = small, poorly fitted or top-dose-only effect, or effect the other way, or a change in a side signal; the % refers to the signal ratio;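 also: potency is read from the fitted curve at half-maximal effect; plate controls were basal doxycycline-induced cells for no effect and cells given 10 µM MG132 for full effect; MG132 reads +100%, hits lower the ratio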
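Doxycycline induced both beetle luciferases in TMD8 lymphoma cells; IKK-driven degradation limits the IkappaBalpha-fused green signal, while red luminescence normalises for cell number and nonspecific effects. Compounds tested up to 46 uM, 4 hrs.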
hERG WT inh – qHTS for Inhibitors of KCHN2 3.1: Wildtype qHTS | AID 720551, 2013 | activity change, % at 1.84 µM | actives 0.37% (n = 340,000) | U2OS, BacMam KCNH2, thallium flux FluxOr; stronger effect = lower value;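 active = maximum activity change below -70%; inconclusive = maximum activity change between -70% and -50%; inactive = maximum activity change above -50%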; also: % is scaled to controls: 0 for no effect and ±100 for the full control effect
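U2OS cells transduced with wild-type KCNH2 virus are loaded with FluxOr dye for 45 min, and thallium flux is measured in kinetic reads before and after stimulation buffer. Rate constants are normalized to DMSO controls.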
TSHR antag – Antagonists of the Thyroid Stimulating Hormone Receptor: HTS campaign | activity change, negative = inhibition, % at 11.5 µM | TSHR-expressing cells, TSH-stimulated cAMP HTRF, 2 h; stronger effect = lower value | AID 504810, 2011 | actives 0.2% (n = 330,000);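 active = activity change below a set negative limit, meaning inhibition stronger than a set level, cut at about -70% in these data; inconclusive = activity change between two set negative limits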; also: % is scaled to controls: 0 for no effect and ±100 for the full control effect
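Cell-based HTRF cAMP assay; TSHR cells + compound, TSH EC80 (4nM final), 2 h, 37 deg C. Lysis with anti-cAMP cryptate and cAMP-d2, 30 min RT, read 665/620 nm.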
MBNL1 CUG block – qHTS Assay for Inhibitors of MBNL1-poly(CUG) RNA binding. Potency, µM (highest dose often 57.5 µM), for inactives: at the top dose activity change, negative = inhibition, actives largely listed as inhibitors. TR-FRET MBNL1-His/biotin-(CUG)12 binding, 665/545 ratio. AID 2675, 2010. Muscleblind-like protein 1 (Homo sapiens), Q9NR56. actives 0.036% (n = 280,000); active = well fitted inhibition curve with a large enough effect in the signal ratio, with a control signal flat, not every such curve was filed as active; inconclusive = small, poorly fitted or top-dose-only effect, or effect the other way, or a change in a side signal; inactive = no such curve, though single readings can be large or run the other way; the % refers to the signal ratio; also: potency is read from the fitted curve at half-maximal effect; % is scaled to controls: 0 for no effect and ±100 for the full control effect
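His-tagged MBNL1 binding to biotinylated (CUG)12 RNA was measured by TR-FRET using terbium anti-His antibody (0.055 ng/ul final) and streptavidin-XL665 (5 nM final). Compounds were titrated 92 nM to 58 uM; 60 min at room temperature.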
Eya2 phos inh – qHTS Assay for Inhibitors of the Phosphatase Activity of Eya2 | actives 0.006% (n = 330,000) | recombinant Eya2, OMFP fluorescence dephosphorylation (OMFP is methylfluorescein phosphate) | Potency, µM (top dose mostly 76.9 µM), for the others: at the highest dose activity, negative = inhibition, actives largely listed as inhibitors | Protein phosphatase EYA2 (Homo sapiens), O00167; also: potency is read from the fitted curve at half-maximal effect; % is scaled to controls: 0 for no effect and ±100 for the full control effect
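Eya2 protein (added as 0.2 uM solution) was preincubated with compound for 10 min at ambient temperature in 50 mM HEPES pH 7.5, 50 mM NaCl, 5 uM MgCl2, 0.05% BSA, 1 mM DTT. OMFP (added at 50 uM) then reacted 10 min; fluorescence read at 485/525 nm.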
S-ASM inh – Inhibitors of Secretory Acid Sphingomyelinase (S-ASM): qHTS; Sphingomyelin phosphodiesterase (Homo sapiens), P17405; placental ASM, HMU-PC fluorogenic substrate, 60 min; actives 0.006% (n = 340,000); Potency, µM (doses to about 57.5 µM), without a hit: top-dose activity change, negative = inhibition, actives largely listed as inhibitors; also: potency is read from the fitted curve at half-maximal effect
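Steps: dispense placental human ASM, pin compound, wait 10 min at room temperature, add HMU-PC0 substrate at 9 uM final, incubate 60 min at 37 °C, add stop solution raising pH to 10, read fluorescence.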
Menin MLL FP TR – qHTS Assay for Inhibitors Targeting the Menin-MLL Interaction in MLL Related Leukemias: Competition With Texas Red Labeled MLL-derived Mutant Peptide; Potency, µM (doses to about 61.6 µM), inactives show at the highest dose FP activity change, negative = inhibition, usual class: inhibitors; Menin + Texas Red MLL mutant peptide, fluorescence polarization; O00255; actives 0.23% (n = 270,000); active = well fitted inhibition curve with a large enough effect in the polarisation, with a control signal flat, not every such curve was filed as active; inconclusive = small, poorly fitted or top-dose-only effect, or effect the other way, or a change in a side signal; inactive = no such curve, though single readings can be large or run the other way; the % refers to the polarisation; also: potency is read from the fitted curve at half-maximal effect; % of control where 0% means no effect; many of its hits are not listed in these tables
Mito fusion yeast – qHTS Assay for Small Molecule Inhibitors of Mitochondrial Division or Activators of Mitochondrial Fusion; AID 485298, 2010; Potency, µM (top dose mostly 46.1 µM), for inactives: at the top dose growth rescue (activation), most hits filed as activators; actives 0.23% (n = 320,000); S. cerevisiae fusion-defective mutant growth rescue, CellTiterGlo 48 h;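 also: potency is read from the fitted curve at half-maximal effect; % of control where 0% means no effect; nearly all actives have a fitted effect of over 45% in size; temperature-sensitive fusion mutants such as fzo1-1 at 37 °C on non-fermentable ethanol glycerol medium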
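Yeast fusion mutant, YPEG (non-fermentable carbon), compound, 48 h at 37C non-permissive; CellTiterGlo added, 10 min RT, luminescence read. Rescued growth = division inhibition.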
GALK inhibitor – qHTS Assay for Inhibitors of Human Galactokinase (GALK); actives 0.007% (n = 270,000); AID 1868, 2009; Potency, µM (series often up to 57.5 µM), without a hit: at the highest dose activity change, negative = inhibition, hits mostly inhibitors; Purified GALK, Kinase-Glo residual ATP luminescence; P51570; also: potency is read from the fitted curve at half-maximal effect; % is scaled to controls: 0 for no effect and ±100 for the full control effect
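GALK at 5 nM final was combined with compound, 35 uM ATP and 100 uM galactose in HEPES pH8.0 with MgCl2 and DTT. The reaction ran one hour at room temperature before luminescent ATP detection.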
Active calls of the source: *; i = inactive; ? = inconclusive; nt = no result given; [ ] = dose if it differs, or a comment. Unless noted, calls follow the shape of the dose curve; as a rule, active = well fitted curve in the direction sought with a large enough effect; inconclusive = small, poorly fitted or top-dose-only effect, or another doubt; inactive = no such curve, though single readings can be large; an effect the other way counts as inactive or inconclusive. This is a subset; rates above refer to the full screens.

SMILES | USP2a block | PKM2 act | Chronic BCR inh | hERG WT inh | TSHR antag | MBNL1 CUG block | Eya2 phos inh | S-ASM inh | Menin MLL FP TR | Mito fusion yeast | GALK inhibitor
COc1cc(C(=O)N2c3ccccc3CC2C)cc(OC)c1OC (configuration not stated) | 0% | 9% | ? | 1 | 8 | -3% | -3% | -1% | 0% | 2% | 3%
Cc1nonc1OCC(C)(COc1nonc1C)NC(=O)c1ccc(Cl)cc1 | 2% | 1% | 2% | -5 | -7 | 2% | 0% | 0% | 8% | 7% | 1%
COc1ccc(C(=O)n2ccc(C)n2)cc1Br | 1% | -1% | 1% | nt | 0 | 6% | 3% | nt | -2% | 14% | 1%
O=C(O)C1CCN(c2ccc(S(=O)(=O)N3CCOCC3)cc2[N+](=O)[O-])CC1 | 1% | -6% | 2% | 2 | 8 | ? | -10% | 4% | 17% | -4% | 0%
O=c1[nH]cnc2c1ncn2[C@@H]1O[C@H](CO)[C@@H](O)[C@H]1O | 0% | -19% | 1% | -12 | 25 | ? | 4% | -1% | 3% | 8% | 0%
COc1ccc(N2CCN(S(=O)(=O)c3ccc(-c4cc(C)no4)s3)CC2)cc1 | 0% | nt | 1% | -6 | 0 | 2% | 2% | 0% | 31%[activator] | -1% | 2%
COC(=O)c1cnn2c(C(F)(F)F)cc(-c3ccccc3)nc12 | 3% | -10% | ? | -6 | 0 | 26% | -15% | 66%[activator] | 16% | 0% | 1%
COC(=O)c1ccc(COC(=O)C23CC4CC(CC(O)(C4)C2)C3)o1 | 2% | 2% | ? | 6 | -8 | -23% | 2% | 0% | 3% | -1% | 3%
COC(=O)c1cc(Cl)cc2c(C)c(C3(O)CCCCC3)[nH]c12 | -1% | 0% | ? | -8 | -8 | 2% | -5% | 13% | 47%[activator] | 0% | nt
COc1ccc(C(=O)Cc2ccc(OC)c(OC)c2)c(OC)c1 | 3% | 0% | -25% | -9 | -12 | -3% | 6% | -2% | -13% | 0% | 2%
CCN(CC)CCCNc1ncnc2ccccc12 | 2% | 2% | 1% | 1 | -5 | -8% | 7% | 5% | -8% | -2% | 0%
COc1ccc(OCC(=O)N/N=C/C(C)=C/c2ccco2)c(Br)c1 | -9% | nt | -8% | -4 | 13 | 11% | -25% | -2%[11.5 µM] | nt | -5% | 5%
COc1ccccc1NS(=O)(=O)c1ccc(C(=O)N2CCCCCC2)cc1 | 4% | nt | -5% | -1 | -7 | nt | -19% | -4% | nt | nt | nt
O=S(=O)(Nc1cc(Cl)ccc1N1CCCCC1)c1cccs1 | 4% | 2% | 5% | -1 | -16 | -2% | -17% | -4% | 22% | 17% | 3%
COc1ccc(C)cc1NC(=O)CSc1nnc(COc2ccc(Cl)cc2)n1Cc1ccco1 | -11% | 10% | -8% | -2 | 0 | -7% | 5% | -12% | 14% | 14% | 5%
COc1cc(C(=O)NCC(=O)OC(C)C(=O)Nc2ncc(Cl)cc2Cl)cc(OC)c1OC (configuration not stated) | 0% | -14% | -6% | 2 | 0 | -3% | 28% | 8% | -7% | -8% | 9%
CCOC(=O)c1c(C)[nH]c(C(=O)N/N=C\c2ccccc2Cl)c1C | 2% | 6% | ? | 3 | -7 | nt | 2% | -3% | 9% | -7% | 0%
CC1CCN(C(=O)CN(c2ccc3c(c2)OCCO3)S(=O)(=O)c2ccccc2)CC1 | 0% | 1% | ? | 0 | 13 | -8% | -5% | 4% | -14% | 15% | -1%
O=C(O)c1ccccc1C(=O)N1N=C(c2ccccc2)CC1c1ccccc1O (configuration not stated) | 1% | 9%[11.5 µM] | -2% | 0 | -17 | 1% | -15% | -1% | 3% | -1% | 4%
Cc1ccc(S(=O)(=O)N2CCC(=O)N(CCOCc3ccccc3)CC2)cc1 | -6% | ? | -1% | 2 | 16 | -3% | -6% | 2% | -3% | 0% | nt
CCOc1ccc(NC(=S)Nc2ccc3nsnc3c2)cc1 | 1% | -20% | 5% | 1 | 18 | 141%[activator] | 3% | -2% | ? | -2% | -19%
COC(=O)c1cc(=O)n2c(sc3ccccc32)c1C#N | 2% | -1% | ? | -6 | -3 | 21% | -2% | i | nt | 1% | -4%
O=C(CCN1C(=O)[C@@H]2Cc3ccccc3CN2C1=O)NCc1ccccc1 | 8% | nt | 1% | 13 | 9 | 2% | -3% | 3% | nt | 0% | -3%
COc1ccc(NC(=O)COC(=O)C23CC4CC(CC(NC(C)=O)(C4)C2)C3)cc1S(=O)(=O)N1CCOCC1 | 0% | nt | -1% | -3 | -8 | nt | -8% | 3% | nt | nt | nt
COc1ccc(-c2nc3cc(NC(=O)Cc4ccc(OC)c(OC)c4)ccc3o2)cc1 | ? | 2% | ? | 1 | -39 | -5% | -16% | -1% | 24% | -2% | 3%
COC(=O)c1cc(CNC(=O)CCCSc2ccccc2)ccc1OC | 2% | -1% | 13% | -13 | -33 | -8% | -3% | 1% | nt | 4% | -1%
CSc1ncccc1C(=O)NCCc1ccccc1F | 4% | nt | 1% | -3 | 6 | 3% | -14% | 1% | 2% | 2% | nt
CN1C(=O)NC(c2ccccc2Cl)C2=C1CC(C)(C)CC2=O (configuration not stated) | 0% | 0% | -2% | -5 | 8 | 0% | -12% | -2% | 4% | 4% | 0%
CO/N=C/C(C#N)=C/c1ccc(OC)c(OC)c1 | -2% | -2% | 4% | -3 | 3 | ? | 12% | -1% | 10% | -2% | 2%
CCCCCCc1cc2cc(C(=O)NC)c(=N)oc2cc1O | 2% | 0% | -12% | -2 | 12 | -2% | -5% | i | 13% | 1% | 1%
CCOC(=O)CNC(=O)CNC(=O)Cn1ccc2ccccc2c1=O | -4% | -19% | ? | -1 | 32 | -1% | 18% | 1% | -8% | -3% | 0%
O=C(NCc1cccs1)C1CC(c2ccc(Cl)c(Cl)c2)=NO1 (configuration not stated) | 0% | 8% | ? | -4 | -17 | 1% | -6% | -4% | 0% | -3% | -3%
O=C(Cn1ncc2c([nH]c3ccccc32)c1=O)Nc1ccc(F)cc1F | 0% | nt | -8% | 0 | 18 | 2% | -29% | 1% | -26% | 4% | 8%
COc1ccccc1NC(=O)Nc1ccnn1C1CCN(C(=O)c2cccnc2)CC1 | 2% | nt | ? | 7 | 5 | -2% | 2% | 1% | nt | 6% | -1%
Cc1ccc(NC(=O)C2SC(=Nc3ccccc3)C(C(=O)Nc3ccc(Cl)cc3)=C2N)cc1 (configuration not stated) | 0% | -6% | ? | -6 | -13 | 3% | -15% | -14% | ? | -8% | 0%
Cc1ccc(CN2CCC(C(=O)Nc3cccc(-c4cccc(F)c4)c3)CC2)o1 | 0% | nt | 2% | 4 | 2 | -4% | 0% | -4% | nt | -8% | 5%
O=C(O)c1cn(-c2ccc(N3CCCC3)c(F)c2)c2c(F)c(F)c(F)cc2c1=O | 3% | -4% | 3% | -6 | 40 | ? | -11% | -2% | 12% | -6% | -3%
COc1ccc(CNc2nc(NCc3ccc(OC)cc3)n(C(=O)c3ccncc3)n2)cc1 | -9% | -12% | 0% | 2 | 43 | -8% | -1% | -13% | 20% | -2% | 1%
Cc1ccc(CNC(=O)COC(=O)CSc2ccc(Br)cc2C)cc1 | 0% | 0% | ? | 3 | 10 | -7% | -7% | 90% | -12% | -2% | 0%
